TCR act: Activators of T cell receptors: qHTS campaign | primary human leukocytes, anti-CD3, IL-2 HTRF, 48 h | Potency, µM (doses to about 9.22 µM), inactives show at the highest dose activation of IL-2 secretion, hits mostly activators | 330,000 tested, under 10 active | AID 504894, 2011; also: % of control where 0% means no effect
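Using a-CD3 beads without co-stimulation, primary human leukocytes were exposed to compounds for 48 hr. An HTRF IL-2 kit measured the cytokine, with europium-to-d2 energy transfer producing emission at 665nm upon 320nm excitation.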
A-T KAP1 phos: qHTS Assay for Identifying a Potential Treatment of Ataxia-Telangiectasia | […] A-T fibroblasts, KAP-1 phosphorylation AlphaLISA; neocarzinostatin DNA damage 30 min before lysis | AID 485349, 2010 | 0.19% of 320,000 active | Potency, µM (series often up to 57.5 µM), for inactives: top-dose activation, most hits filed as activators; also: potency is read from the fitted curve at half-maximal effect; % of control where 0% means no effect; nearly all actives have a fitted effect of over 45% in size
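ATM-like activity read as KAP-1 phosphorylation via AlphaLISA donor/acceptor antibody pairs after lysis and 6 hr at 25C. Cells were ATM-null patient fibroblasts ([…], hTERT), dosed 60 min, then exposed to the DSB inducer NCS for 30 min.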
p53 reactivation: qHTS assay for re-activators of p53 using a Luc reporter. H1299 p53-A138V BP100-luciferase reporter, luminescence, 24 h. 0.063% of 320,000 active. AID 504706, 2011. Potency, µM (top dose mostly 92.2 µM), for the others: top-dose activity change, positive = activation, most hits filed as activators; also: potency is read from the fitted curve at half-maximal effect; % of control where 0% means no effect; nearly all actives have a fitted effect of over 45% in size
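H1299 (p53-null), stable ts p53-A138V + BP100-Luc; 1000 cells/well, Opti-MEM/10% FBS; cpd 4 pt, 1:5; 24 h, 37 deg C, 5% CO2; detection reagent 10 min RT; luminescence.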
TRPV1 ag: HTS Assay for Compounds that Act as Agonists of the Vanilloid Receptor 1 | TRPV1-expressing cells, Fluo-8 calcium influx, agonist mode | Transient receptor potential cation channel subfamily V member 1 (Homo sapiens), Q8NER1 | activation, % at 8.33 µM | 0.19% of 320,000 active; in the data active = activation above about 80%; inconclusive = between about 30% and that limit; also: 0% is about no effect
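Fluo-8 calcium influx in TRPV1-expressing cells, kinetic read (ex 480/em 520 nm). Compound added and read 3 min for agonist activity, followed by capsaicin at EC20 final and 2 min further read for enhancement.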
Integrin act MD: qHTS for Activators of Integrin-Mediated Alleviation for Muscular Dystrophy; 0.064% of 350,000 active; alpha7betagal myoblasts, beta-gal FDG fluorescence, 48 h; AID 624291, 2012; Potency, µM (top dose mostly 38.3 µM), without a hit: at the top dose activation, most hits filed as activators;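 also: potency is read from the fitted curve at half-maximal effect; 100% = response of the positive control SU9516; nearly all actives have a fitted effect of over 60% in size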
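alpha7betagal+/- myoblasts (passage 13, 250/well) treated 48 h at 37C with compounds at 1:260 dilution of DMSO stock. Lysed, then beta-galactosidase activity read as FDG fluorescence (ex 480/em 540) after 30 min, with pre-read for autofluorescence.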
PTAP TSG101 blk: qHTS Assay for Iinhibitors of HIV-1 Budding by Blocking the Interaction of PTAP/TSG101; Potency, µM (highest dose often 115 µM), inactives show top-dose activity change, negative = inhibition, actives largely listed as inhibitors; Fluorescence polarization, FITC-PTAP peptide / Tsg101 binding; 340,000 tested, under 10 active; Tumor susceptibility gene 101 protein (Homo sapiens), Q99816; active = well fitted inhibition curve with a large enough effect in the main read-out, with a control signal flat, not every such curve was filed as active; inconclusive = small, poorly fitted or top-dose-only effect, or effect the other way, or a change in a side signal; inactive = no such curve, though single readings can be large or run the other way; also: potency is read from the fitted curve at half-maximal effect; % of control where 0% means no effect
Target sequence (Q99816 whole entry, looked up): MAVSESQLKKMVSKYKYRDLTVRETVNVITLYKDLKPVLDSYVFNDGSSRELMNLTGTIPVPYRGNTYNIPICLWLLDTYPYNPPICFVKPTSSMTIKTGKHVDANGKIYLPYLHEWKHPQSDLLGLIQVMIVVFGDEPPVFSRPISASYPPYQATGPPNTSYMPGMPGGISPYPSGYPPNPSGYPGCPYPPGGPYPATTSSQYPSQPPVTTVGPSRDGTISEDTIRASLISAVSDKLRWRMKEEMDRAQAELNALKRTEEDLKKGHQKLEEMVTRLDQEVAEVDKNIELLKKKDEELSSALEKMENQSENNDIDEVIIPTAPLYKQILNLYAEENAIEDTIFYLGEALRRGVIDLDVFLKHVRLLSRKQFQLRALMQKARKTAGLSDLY
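Fluorescence anisotropy tracks displacement of a FITC-tagged PTAP peptide (50 nM) from the Tsg101 binding domain (10 uM), following a 20 min room-temperature incubation at pH 7.5.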
B2AR arrestin: qHTS assay of beta-arrestin-biased ligands of beta2-adrenergic receptor; Beta-2 adrenergic receptor (Homo sapiens), P07550; beta-arrestin recruitment to beta2AR, cell-based reporter; Potency, µM (titrated, usually from 46.1 µM), for the others: at the top dose activation, hits mostly activators; 0.02% of 330,000 active; AID 492947, 2010;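 also: potency is read from the fitted curve at half-maximal effect; 0% = DMSO controls and full agonism = EC100 isoproterenol or metaproterenol; nearly all actives have a fitted effect of over 65% in size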
Target sequence (P07550 whole entry, looked up): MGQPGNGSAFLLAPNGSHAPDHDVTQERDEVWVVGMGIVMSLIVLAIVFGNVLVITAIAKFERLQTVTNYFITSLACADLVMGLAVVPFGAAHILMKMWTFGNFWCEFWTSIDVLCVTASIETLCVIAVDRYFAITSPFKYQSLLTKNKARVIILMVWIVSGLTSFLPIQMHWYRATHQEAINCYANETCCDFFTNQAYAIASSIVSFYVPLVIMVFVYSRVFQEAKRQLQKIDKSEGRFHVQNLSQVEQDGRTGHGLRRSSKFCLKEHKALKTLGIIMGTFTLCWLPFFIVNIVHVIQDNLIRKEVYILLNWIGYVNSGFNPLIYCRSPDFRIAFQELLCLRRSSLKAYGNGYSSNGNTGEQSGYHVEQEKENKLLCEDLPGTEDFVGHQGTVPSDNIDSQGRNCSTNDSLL
BRCA1 expr up: qHTS Assay to Identify Small Molecule Activators of BRCA1 Expression; 1.1% of 380,000 active; MCF7-BRCA1-FFLuc reporter, luminescence, 48 h; response scale: scaled: vehicle 0%, 10 µM genistein 100%; Potency, µM (highest dose often 46.1 µM), inactives show at the top dose activation, usual class: activators; AID 624202, 2012; also: potency is read from the fitted curve at half-maximal effect; nearly all actives have a fitted effect of over 80% in size; some results filed as inactive show a strong effect at the top dose
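Reporter cells (MCF7, BRCA1 promoter-firefly luciferase) received library compounds across a concentration series for 48 h. End-point luminescence was measured and concentration-effect curves derived after normalization.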
CXXC DNA block: qHTS Fluorescence Polarization Assay for Inhibitors of MLL CXXC domain - DNA interaction | Histone-lysine N-methyltransferase 2A (Homo sapiens), Q03164 | 0.037% of 290,000 active | Potency, µM (titrated, usually from 115 µM), for inactives: at the highest dose activity change, negative = inhibition, usual class: inhibitors | AID 2662, 2010 | MLL-CXXC / FITC-HOXA9 DNA fluorescence polarization; active = well fitted inhibition curve with a large enough effect in the polarisation, with a control signal flat, not every such curve was filed as active; inconclusive = small, poorly fitted or top-dose-only effect, or effect the other way, or a change in a side signal; inactive = no such curve, though single readings can be large or run the other way; the % refers to the polarisation; also: potency is read from the fitted curve at half-maximal effect
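Fluorescence polarization: 7 uM MLL-CXXC (stock) preincubated 5 min with compounds, then 50 nM fluorescein-HOX-A9 DNA (stock) added; 30 min ambient. Buffer 50 mM Tris-HCl pH 7.5, 50 mM NaCl, 1 mM DTT, 0.05% BSA.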
ELG1 DNA repair: qHTS screen for small molecules that inhibit ELG1-dependent DNA repair in human embryonic kidney (HEK293T) cells expressing luciferase-tagged ELG1; Potency, µM (titrated, usually from 46.1 µM), without a hit: at the highest dose activity change, negative = inhibition, usual class: inhibitors; HEK293T ELG1-luciferase reporter, luminescence, 16 h; DNA damage induced by 5-fluorouridine; AID 504467, 2011; 2.3% of 330,000 active; also: potency is read from the fitted curve at half-maximal effect; % is scaled to controls: 0 for no effect and ±100 for the full control effect; nearly all actives have a fitted effect of over 55% in size
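Step one: seed 2,000 cells per well. Step two: pin-transfer compound or DMSO alongside 5-fluorouridine. Step three: incubate 16 hr, 37 °C, 5% CO2. Step four: add ONE-Glo, wait 30 min, read luminescence.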
Numbers without * were called inactive; ? = inconclusive; . = no result given; [ ] = another dose, or the depositor's remark. Unless noted, calls follow the shape of the dose curve; as a rule, active = well fitted curve in the direction sought with a large enough effect; inconclusive = small, poorly fitted or top-dose-only effect, or another doubt; inactive = no such curve, though single readings can be large; an effect the other way counts as inactive or inconclusive.

item	SMILES	TCR act	A-T KAP1 phos	p53 reactivation	TRPV1 ag	Integrin act MD
1	COc1cc(C)c(CN2CCCCC2CO)cc1C (stereo unspecified)	5%	2%	-19%	-3	0%
2	Cc1ccccc1NC(=O)NC1(C(=O)N2CCN(C)CC2)CCCCC1	1%	-1%	10%	-1	6%
3	O=C(OCc1nnc(-c2ccccc2)o1)c1ccc(Cl)cc1	3%	2%	0%	8	-14%
4	CCOC(=O)c1c(NC(=S)N2CCN(C)CC2)sc2c1CCN(C(=O)OCC)C2	-2%	1%	13%	-1	-61%[inhibitor]
5	COc1ccc(/C(C)=N/N=C2/NC(=O)CC(C(=O)O)S2)cc1 (stereo unspecified)	7%[46.1 µM]	1%	-2%	2	16%
6	CN(C)c1ccc(-c2nnc(SCC3CCCO3)n2C)cc1 (stereo unspecified)	1%	1%	3%	10	-17%
7	CCC(C)n1c(SCC(=O)NCCc2ccc(S(N)(=O)=O)cc2)nc2ccsc2c1=O (stereo unspecified)	6%	0%	-5%	22	-22%
8	CCCCC1(CC(=O)OC)C(=O)N(c2ccccc2)N(c2ccccc2)C1=O	1%[46.1 µM]	12%	-5%	20	8%

item	PTAP TSG101 blk	B2AR arrestin	BRCA1 expr up	CXXC DNA block	ELG1 DNA repair
1	-2%	0.1%	2%	16%	-2%
2	-2%	-0.6%	-13%	-4%	18%
3	-5%	-0.1%	8%	1%	4%
4	-2%	0.4%	-59%	-6%	16µM*
5	0%	-0.7%	2%	1%	13%
6	-7%	-0.7%	52%	-6%	?
7	-3%	-0.2%	-23%	3%	-4%
8	1%	-0.7%	-29%	-3%	1%

Further records:
item	SMILES	TCR act	A-T KAP1 phos	p53 reactivation	TRPV1 ag	Integrin act MD
9	O=C(CCNC(=O)c1ccccc1)NNC(=O)c1ccc(F)cc1	.	19%	2%	.	?
10	COc1ccc(C=NNC(=S)NN=Cc2ccc(OC)c(OC)c2)cc1OC	2%	.	.	.	-23%
11	O=C(NC1(C(F)(F)F)C(=O)Nc2c1c(=O)[nH]c(=O)n2Cc1ccco1)C1CCCCC1 (stereo unspecified)	1%	.	6%	0	-29%
12	Cc1cccc(CCNC(=O)COc2cc(=O)n(C)c3ccccc23)c1	1%	-2%	2%	-3	-1%
13	COc1cccc(CN2C(=O)CN(C3CCCCC3)C(=O)C2c2ccc(F)cc2)c1 (stereo unspecified)	17%	0%	-7%	-2	4%
14	COc1ccc(CCNC(=O)CCc2ccccc2)cc1OC	0%	.	.	.	9%
15	Cc1nc(C#N)c(N/N=C/c2c(F)cccc2Cl)o1	-2%	-1%	24%	3	-5%
16	Cc1ccc(N2/C(=N/c3nc(C)cc(C)n3)NC(=O)CC2C(=O)O)cc1 (stereo unspecified)	0%	-5%	1%	-1	7%

item	PTAP TSG101 blk	B2AR arrestin	BRCA1 expr up	CXXC DNA block	ELG1 DNA repair
9	-9%	0.3%	-5%	.	26%
10	2%	.	41%	.	.
11	-2%	0.1%	-11%	-9%	4%
12	-2%	-0.2%	-20%	18%	?
13	-11%	-0.1%	-28%	-1%	2%
14	-3%	.	4%	.	.
15	3%	-0.4%	60%	0%	?
16	-4%	-0.2%	-47%	7%	-5%

A portion taken from the entries so far, for reference:
item	SMILES	TCR act	A-T KAP1 phos	p53 reactivation	TRPV1 ag	Integrin act MD
9	O=C(CCNC(=O)c1ccccc1)NNC(=O)c1ccc(F)cc1	.	19%	2%	.	?
10	COc1ccc(C=NNC(=S)NN=Cc2ccc(OC)c(OC)c2)cc1OC	2%	.	.	.	-23%

item	PTAP TSG101 blk	B2AR arrestin	BRCA1 expr up	CXXC DNA block	ELG1 DNA repair
9	-9%	0.3%	-5%	.	26%
10	2%	.	41%	.	.

New compounds follow.
item	SMILES	TCR act	A-T KAP1 phos	p53 reactivation	TRPV1 ag	Integrin act MD
17	O=C(CSc1nnc(-c2ccc(Cl)cc2)n1Cc1ccco1)c1cccs1	4%	12%	9%	-8	-28%
18	C/C(CC(=O)Nc1ccc(Cl)c(C(F)(F)F)c1)=N\NC(=O)c1cnccn1	12%	-1%	-5%	4	4.5µM*
19	Cn1cc(CN2CCc3ccccc3C2)c2ccccc21	-2%	3%	-23%	0	-41%
20	CC(C)OC(=O)/C(=C/c1ccc(Br)cc1)NC(=O)c1ccco1	-2%[46.1 µM]	1%	-5%	9	-17%
21	Cn1c(=O)c2c(ncn2CCC(=O)N/N=C/c2ccccc2)n(C)c1=O	7%	3%	-4%	-1	-5%
22	O=C(Nn1c(COc2ccccc2)nc2ccccc2c1=O)C(Cl)(Cl)Cl	12%	-2%	?	1	-20%
23	COC(=O)C1CCCN1C(=O)COc1ccc(Cl)cc1Br (stereo unspecified)	0%[46.1 µM]	9%	?	7	2%
24	COC(=O)NCC1(C)CC(NC(=O)OC)CC(C)(C)C1 (stereo unspecified)	1%	8%	2%	6	-8%

item	PTAP TSG101 blk	B2AR arrestin	BRCA1 expr up	CXXC DNA block	ELG1 DNA repair
17	-1%	0.4%	-56%	5%	-1%
18	-1%	-0.5%	27%	-1%	9%
19	0%	0.0%	-64%	4%	0%
20	0%	-1.2%	-21%	1%	0%
21	-3%	0.0%	11%	?	12%
22	-2%	0.0%	-49%	7%	21%
23	-5%	-1.2%	7%	3%	20%
24	-3%	-0.8%	-32%	0%	8%

(listing goes on)
item	SMILES	TCR act	A-T KAP1 phos	p53 reactivation	TRPV1 ag	Integrin act MD
25	O=C(Nc1ccccc1C(=O)NCCCn1ccnc1)c1ccc(Cl)cc1Cl	6%[46.1 µM]	-4%	-15%	13	8%
26	COc1ccccc1-c1nnc(SCC(=O)Nc2ccc3[nH]c(=O)[nH]c3c2)n1N	-4%	-6%	-7%	-1	19%
27	C=CCn1cnnc1SCC(=O)N(C1CCCCC1)C1CCS(=O)(=O)C1 (stereo unspecified)	5%	14%	-2%	.	-5%
28	CCCc1nnc(SCC(=O)Nc2ccc(OC)cc2)o1	-2%	-3%	1%	0	-10%
29	C=CCN1C(=O)C(CC(=O)Nc2ccc(C)cc2)SC1=Nc1c(C)n(C)n(-c2ccccc2)c1=O (stereo unspecified)	-3%	-1%	-6%	-2	-13%
30	CS(=O)(=O)N(CC(=O)NCCSC1CCCCC1)c1ccccc1	-4%	3%	-3%	-1	4%
31	CCC1(CC)NC(=S)N(Nc2ccccc2)C1=O	8%	.	1%	13	14%
32	CC(C(=O)OCC(=O)Nc1ccc(S(N)(=O)=O)cc1)N1C(=O)c2ccccc2C1=O (stereo unspecified)	-8%[46.1 µM]	22%	3%	.	21%

item	PTAP TSG101 blk	B2AR arrestin	BRCA1 expr up	CXXC DNA block	ELG1 DNA repair
25	-4%	-0.1%	-42%	7%	-12%
26	-5%	0.1%	6%	.	23%
27	-1%	-0.5%	-20%	.	9%
28	-4%	1.8%	6%	6%	8%
29	-4%	-2.1%	6%	1%	-21%
30	2%	-0.1%	-11%	?	-2%
31	0%	-0.2%	9%	-1%	3%
32	1%	0.2%	-11%	.	4%

(listing goes on)
item	SMILES	TCR act	A-T KAP1 phos	p53 reactivation	TRPV1 ag	Integrin act MD
33	COc1ccc(CNC(=O)[C@@H]2CC=C[C@@H]3CCN(Cc4ccccc4)C(=O)[C@@H]32)cc1	-2%	.	.	.	8%
34	CNC(=O)OCCSCCS(=O)(=O)c1ccc(Cl)cc1	-5%	5%	1%	1	-6%
35	CC(=O)N(Cc1cccnc1)Cc1cc2ccccc2[nH]c1=O	3%	4%	1%	-2	17%
36	Cc1cc(-c2ccccc2)cc(C)n1	-3%	.	.	.	?
37	C/C=C(/C)C(=O)Nc1cccc(C2=NOC3(C2)C[C@H](C(N)=O)N(C(=O)c2ccc(Cl)cc2)C3)c1 (stereo partly specified)	-6%	0%	-1%	1	-16%
38	COC(=O)NC1c2ccccc2Oc2ccc(C)cc21 (stereo unspecified)	1%	-1%	-2%	3	18%
39	COc1ccc(S(=O)(=O)N2CCC(NC(=O)C(Cc3cccc(OC)c3OC)NC(C)=O)CC2)cc1 (stereo unspecified)	-23%	1%	0%	-2	3%
40	Cc1occc1-c1nnc(SCC(=O)N(C)c2ccccc2)o1	5%	-1%	14%	3	14%

item	PTAP TSG101 blk	B2AR arrestin	BRCA1 expr up	CXXC DNA block	ELG1 DNA repair
33	-10%	.	-3%	.	.
34	-1%	-0.5%	-15%	7%	-8%
35	0%	-0.9%	3%	6%	22%
36	4%	.	-7%	.	.
37	-2%	-0.9%	0%	1%	?
38	-3%	-0.6%	7%	?	-5%
39	-5%	0.0%	-5%	0%	4%
40	1%	-0.1%	11%	.	23%
